Assay outcomes from PubChem.
ALOX12 inhib = qHTS Assay for Inhibitors of 12-hLO (12-human lipoxygenase). Polyunsaturated fatty acid lipoxygenase ALOX12 (Homo sapiens), P18054. AID 1452, 2008. Potency, µM (highest dose often 57.1 µM), for the others: at the top dose activity change, negative = inhibition, actives largely listed as inhibitors. purified 12-hLO, xylenol orange hydroperoxide absorbance. hit rate 0.12% among 150,000; also: potency is read from the fitted curve at half-maximal effect; nearly all actives have a fitted effect of over 55% in size; many of its hits are not listed in these tables
Target sequence (P18054 whole entry, looked up): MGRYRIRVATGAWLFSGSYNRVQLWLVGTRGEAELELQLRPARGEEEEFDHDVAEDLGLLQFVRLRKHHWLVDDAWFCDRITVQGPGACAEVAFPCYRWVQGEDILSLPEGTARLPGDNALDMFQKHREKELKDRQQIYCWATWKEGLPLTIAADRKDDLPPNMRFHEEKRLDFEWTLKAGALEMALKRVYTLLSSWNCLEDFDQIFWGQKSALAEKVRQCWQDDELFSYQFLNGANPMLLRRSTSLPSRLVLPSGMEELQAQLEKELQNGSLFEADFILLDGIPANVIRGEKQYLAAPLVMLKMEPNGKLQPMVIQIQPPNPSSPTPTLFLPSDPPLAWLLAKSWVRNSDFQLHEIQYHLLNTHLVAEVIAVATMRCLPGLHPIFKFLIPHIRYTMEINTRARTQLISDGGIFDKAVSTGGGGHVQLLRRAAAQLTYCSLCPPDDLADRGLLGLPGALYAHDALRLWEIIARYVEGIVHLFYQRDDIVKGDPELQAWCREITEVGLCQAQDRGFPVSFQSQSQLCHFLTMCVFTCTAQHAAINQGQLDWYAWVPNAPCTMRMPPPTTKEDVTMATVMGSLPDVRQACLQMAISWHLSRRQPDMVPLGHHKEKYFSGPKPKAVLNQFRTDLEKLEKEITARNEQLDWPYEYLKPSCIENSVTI
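Hydroperoxide output read as Fe(III)-xylenol orange absorbance, 573-to-405 nm ratio, after 30 min reaction with 40 uM arachidonic acid. Enzyme: 150 nM purified human 12hLO, 15 min compound preincubation; 25 mM Hepes pH 7.0, room temperature.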
ALOX15B inhib = qHTS Assay for Inhibitors of 15-hLO-2 (15-human lipoxygenase 2); hit rate 0.56% among 110,000; purified 15hLO-2, xylenol orange hydroperoxide absorbance; Potency, µM (highest dose often 57.1 µM), without a hit: top-dose activity change, negative = inhibition, actives largely listed as inhibitors; Polyunsaturated fatty acid lipoxygenase ALOX15B (Homo sapiens), O15296; AID 881, 2007; also: potency is read from the fitted curve at half-maximal effect; nearly all actives have a fitted effect of over 60% in size; many of its hits are not listed in these tables
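Enzyme 50 nM, AA 45 uM, 25 mM Hepes pH 7.5 + 0.01% Triton X-100; cpd preinc 15 min RT, rxn 90 min RT; stop/detect with 200 uM XO + 300 uM Fe(II) in 50 mM H2SO4, 30 min; A573/A405.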
PNC assembly inh = High Content Assay for Compounds that inhibit the Assembly of the Perinucleolar Compartment; PC3M PTB-GFP, PNC prevalence imaging, 16 h; hits give low values; activity change (PNC), negative = inhibition, % at 10 µM; hit rate 3.1% among 140,000; AID 2417, 2010;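 active = readout at or below -70, meaning at least 70% loss of cells showing the perinucleolar compartment, a nuclear body marking cancer cells; inconclusive = readout between -30 and a set limit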;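 also: plate controls were DMSO wells for no effect and camptothecin positive control wells for full effect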
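Compounds are pinned in duplicate onto adhered PC3M cells stably expressing GFP-tagged PTB and incubated 16 h at 37 C. Cells are then fixed, nuclei stained with Hoechst, and PNC-positive cells counted.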
IMPase inh = qHTS Assay for Identifying the Cell-Membrane Permeable IMPase Inhibitors; inhibition (IP1 accumulation), % at 46.1 µM; 120,000 tested, under 10 active; CHO-M1 cells, IP1 accumulation, HTRF TR-FRET ratio; Inositol monophosphatase 1 (Rattus norvegicus), P97697; AID 901, 2007; active = well fitted curve in the direction sought with a large enough effect in the signal ratio, not every such curve was filed as active; inconclusive = small, poorly fitted or top-dose-only effect, or a change in a side signal; inactive = no such curve, though single readings can be large or run the other way; the % refers to the signal ratio;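 also: cells stimulated with carbachol in lithium chloride buffer; plate controls were DMSO basal wells for no effect and reference inhibitor wells for full effect; higher means more IMPase inhibition seen as more IP1 and lower FRET ratio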
Target sequence (P97697 whole entry, looked up): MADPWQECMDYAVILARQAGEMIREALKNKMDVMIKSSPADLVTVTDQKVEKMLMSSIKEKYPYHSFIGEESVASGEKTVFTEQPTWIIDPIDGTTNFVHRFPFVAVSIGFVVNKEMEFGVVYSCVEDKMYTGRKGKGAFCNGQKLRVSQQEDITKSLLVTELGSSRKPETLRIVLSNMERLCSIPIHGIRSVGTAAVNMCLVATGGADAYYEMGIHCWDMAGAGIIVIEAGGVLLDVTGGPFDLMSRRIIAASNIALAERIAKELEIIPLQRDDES
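Elevated IP1 in lysates lowers TR-FRET signal (665/620 ratio and 620 channel reported). Cells were CHO-M1, given carbachol (50 uM as added) plus 50mM LiCl, pH 7.4, 30 min, 37C; compounds titrated up to 46 uM; AC50 by Hill equation.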
An asterisk follows results filed as active; ? = inconclusive; . = not tested or not shown; [ ] = another dose, or the depositor's remark. Unless noted, calls follow the shape of the dose curve; as a rule, active = well fitted curve in the direction sought with a large enough effect; inconclusive = small, poorly fitted or top-dose-only effect, or another doubt; inactive = no such curve, though single readings can be large; an effect the other way counts as inactive or inconclusive. Unless noted, % is scaled to controls: 0 for no effect and ±100 for the full control effect. Not a hit list (roughly 3.1% active in at least one column).

ALOX12 inhib	ALOX15B inhib	PNC assembly inh	IMPase inh	Compound
-4%[0.00818 µM]	-3%[0.0915 µM]	.	.	O=C1OCCN1C(=O)[C@H]1[C@H](c2ccc(F)cc2)C(c2ccccc2)=NN1c1ccccc1
1%	.	50	5	O=C(CN(Cc1ccco1)C(=O)c1cccc(Cl)c1)Nc1c(Cl)cc(Cl)cc1Cl
-1%	.	?	.	O=C(NC1CC1)C1CCCN(C(=O)Nc2ccc(F)cc2)C1 (stereo not drawn)
-24%	.	-14	-12	CC(/C=C1\SC(=S)N(CCCC(=O)Nc2ccc(C(=O)O)c(O)c2)C1=O)=C\c1ccccc1
-2%	.	15	-3	Cc1cc(NC(=O)CCCC(=O)N(c2ccccc2)C(C(=O)NC2CCCCC2)c2cccs2)no1 (stereo not drawn)
0%	.	-24	0	Cc1cc(=O)oc(C)c1C(=O)NCc1cccnc1
-1%	-3%	-12	-2	Cc1ccc(CSc2nnc(-c3cccnc3)o2)cc1
-1%	0%	-9	1	O=C(NCCc1ccc(Cl)cc1)C1CCC(=O)N1C1CCCC1 (stereo not drawn)
-9%	20%	.	.	CC(=O)N1[C@H](C)C=C[C@]1(Cc1ccccc1)C(=O)NCc1ccc(C)o1
5%	3%	-3	4	Cc1ccnc(NS(=O)(=O)c2ccc(CC(C)C)cc2)c1
-3%	3%	36	6	NS(=O)(=O)c1ccc(CCNC(=O)C2CCCN(S(=O)(=O)c3cccnc3)C2)cc1 (stereo not drawn)
2%	.	?	.	NCC[C@H](O)C(=O)N[C@@H]1C[C@H](N)[C@@H](O[C@H]2O[C@H](CN)[C@@H](O)[C@H](O)[C@H]2O)[C@H](O)[C@H]1O[C@H]1O[C@H](CO)[C@@H](O)[C@H](N)[C@H]1O
6%	0%	5	4	CCCNC(=O)c1cc(-c2ccc(OC)cc2)on1
-3%	-19%	-15	14	Cc1ccc(-c2nnc(SCc3ccc(C#N)cc3)n2Cc2ccco2)cc1
0%	.	?	.	COc1c(/C=N/NC(=O)c2ccccc2O)c(CCN(C)C(C)=O)cc2c1OCO2
-1%	.	11	.	COc1ccccc1N(C)S(=O)(=O)c1ccc(C(=O)OCC(=O)c2c[nH]c3ccccc23)cc1
-7%	11%	-27	7	COc1ccc(Oc2cc(C)c3ccccc3n2)cc1
0%	-5%	16	-1	O=C1c2ccccc2C(=O)N1CCCc1nc2ccccc2c(=O)n1Cc1ccco1
-4%	-29%	-1	-8	CCCCOC(=O)c1ccc(-c2ccc(/C=N/NC(=S)NCC)o2)cc1
2%	.	?	.	CC1(C)NC(=O)N(CC(=O)OCC(=O)Nc2cc(S(=O)(=O)N3CCCCCC3)ccc2Cl)C1=O
0%	-3%	?	1	CCn1c(SCC(=O)NCc2ccccc2)nnc1-c1ccccc1O
-7%	0%	.	.	CC(C)=C1CCC(C)CC1=O (stereo not drawn)
5%	17%	-24	5	CCCCCCC1CCC(c2nc(-c3ccncc3)no2)CC1 (stereo not drawn)
-3%	-5%	.	.	NC(=O)NC1NC(=O)NC1=O (stereo not drawn)
2%	35%[activator]	18	6	O=C(CCNC(=O)Cn1ccc2ccccc2c1=O)NCCN1CCN(c2cccc(Cl)c2)CC1
1%	7%	-19	-2	CCOc1cc2c(C#N)c(N3CCCCC3)nc(N)c2c(N)n1
-1%	.	?	.	CCN(CC(=O)NCc1ccc(F)cc1)C(=O)COc1ccc(C)c(C)c1
7%	2%	0	5	CC(C)Cc1cc(C(=O)Nc2cc(C(F)(F)F)ccc2Cl)no1
-4%	1%	?	10	O=C(Cn1nc(-c2ccccc2)c2ccccc2c1=O)NCCN1CCOCC1
-11%	-16%	?	-10	CCC12CCCN3CCC4(C(=C(C(=O)OC)C1)Nc1ccccc14)C32 (stereo not drawn)
-14%	10%	26	-1	COC(=O)C(C)Sc1snnc1-c1ccccc1 (stereo not drawn)
0%	.	4	3	Cn1cnc2cc(NC(=O)c3ccc(Cl)cc3)ccc21
-2%	.	61	16	CC(/C=C1\SC(=O)N(CC(=O)Nc2ccc(O)cc2)C1=O)=C\c1ccccc1
1%	1%	?	-7	CCc1ccccc1NC(=O)C(CC)Sc1nc2cc3c(cc2c(=O)n1Cc1ccco1)OCO3 (stereo not drawn)
-15%[11.4 µM]	-9%[11.4 µM]	.	.	CN(Cc1cc(Br)cc(Br)c1O)Cc1c(O)ccc2ccccc12
2%	.	?	.	O=C(OC1CCOC1=O)c1cccc(S(=O)(=O)Nc2ccc(F)cc2)c1 (stereo not drawn)
3%	5%	?	2	O=C(Cc1cn2ccsc2n1)Nc1ccccc1Oc1ccccc1
0%	12%	74	12	CC(C)(C)NC(=O)c1ccc(COc2ccccc2Br)o1
2%	1%	-6	8	Oc1ccccc1CNc1ccc(Br)cn1
-10%	-15%	30	-4	O=C1NCC(c2ccccc2)C1C(=O)N/N=C\c1ccc(-c2cccc(Cl)c2Cl)o1 (stereo not drawn)
-1%	-7%	29	4	COc1ccc(NC(=O)Cn2nc3n(c2=S)CCC3)cc1
3%	.	-100*	-8	CCOc1nc(NCCO)nc(NCCC2=CCCCC2)n1
2%	-3%	5	-1	CCOC(=O)c1[nH]c(C)c(C(=O)NC2CCCCC2)c1C
5%	0%[2.29 µM]	10	-10	O=C(NCCc1cccc(Cl)c1)c1cccnc1
-3%	-3%	48	5	CCOC(=O)C1CN(S(=O)(=O)c2cccc(C(F)(F)F)c2)c2cc(CC(=O)OC)ccc2O1 (stereo not drawn)
-3%	.	5	.	Cn1c(=O)c2c(nc(NCCOc3ccc(C(C)(C)C)cc3)n2C)n(C)c1=O
-1%	.	-22	17	Cc1ccc(C2=NN(CC(=O)NCc3cccnc3)C(=O)CC2)cc1
0%	.	-13	5	COc1ccc(Cl)cc1C(=O)NNC(=O)c1cccc(S(=O)(=O)N(C)C)c1
-2%	-8%	-10	4	O=C(CSc1ccc2c(c1)OCCO2)Nc1ccc2c(c1)OCO2
?	?	-23	11	c1ccc(-c2csc(NNC3=NCCCCC3)n2)cc1
5%	9%	.	.	COC(=O)[C@@]1(Cc2ccccc2)[C@H]2c3cc(C(=O)N(C)C)n(CCSCCO)c3C[C@H]2CN1C(=O)c1ccccc1
-2%	-10%	-17	0	COc1ccc(-n2cc(C(=O)c3cc4ccccc4oc3=O)c(C(C)=O)n2)cc1
-3%	1%	17	11	O=C(CCC(=O)Nc1nnc(C2CCCCC2)s1)NCC1CCCO1 (stereo not drawn)
-2%	.	23	.	Cc1ccc(C(=O)C(OC(=O)c2cnccn2)c2ccccc2)cc1C (stereo not drawn)
1%	8%	?	-7	Cc1[nH]nc2c1C(c1cccc(O)c1)C1=C(CC(C)(C)CC1=O)N2 (stereo not drawn)
0%	-3%	37	5	CNC(=O)Cn1nc(C)c2ccccc2c1=O
6%	-6%	49	6	CCOC(=O)C(CC)n1cnc2c(oc3ccccc32)c1=O (stereo not drawn)
-4%	-5%	13	8	COC(=O)c1sccc1NS(=O)(=O)c1ccc(OC)cc1
-5%	33%[activator]	-4	-30	N#Cc1nc(-c2cccc3ccccc23)oc1NCCN1CCCCC1
-2%	-10%	51	7	CCOC(=O)c1cc(C)n(Cc2cccc(OC)c2OC)c1C

Arranged by count of non-hydrogen atoms (largest number first): 4 of the compounds above.
ALOX12 inhib	ALOX15B inhib	PNC assembly inh	IMPase inh	Compound
5%	9%	.	.	COC(=O)[C@@]1(Cc2ccccc2)[C@H]2c3cc(C(=O)N(C)C)n(CCSCCO)c3C[C@H]2CN1C(=O)c1ccccc1
-3%	-3%	48	5	CCOC(=O)C1CN(S(=O)(=O)c2cccc(C(F)(F)F)c2)c2cc(CC(=O)OC)ccc2O1 (stereo not drawn)
3%	.	-100*	-8	CCOc1nc(NCCO)nc(NCCC2=CCCCC2)n1
2%	-3%	5	-1	CCOC(=O)c1[nH]c(C)c(C(=O)NC2CCCCC2)c1C

(more compounds)
ALOX12 inhib	ALOX15B inhib	PNC assembly inh	IMPase inh	Compound
5%	-3%	-2	2	O=C(c1ccccc1)N1CCC(c2nc3c(nnn3Cc3ccco3)c(=O)[nH]2)CC1
-2%	.	1	.	CC(=O)Nc1ccc(S(=O)(=O)Nc2nccc(/C=C/c3ccc(Cl)cc3)n2)cc1
-13%	.	16	10	O=C(CN1CCCN(S(=O)(=O)c2ccc(Br)cc2)CC1)Nc1ccc2c(c1)OCO2
-4%	.	-10	.	CN(C)c1ccc(C(=O)/C=C/c2ccco2)cc1
-2%	4%	-27	7	O=C(N1CCCCC1)N1CCCN(C(=O)N2CCCCC2)CC1
-1%	3%	?	0	O=C(N1CCCC1)C12CCC3CC(CC(C3)C1)C2
4%	-5%	23	-3	Cc1cnn(C(=S)NCC2CCCO2)c1 (stereo not drawn)
-2%	.	-11	.	CCOc1ccc2nc(NC(=O)c3cccc(-c4cc5ccccc5oc4=O)c3)sc2c1
-4%	-1%	12	7	Cc1cc(C)n(C(=O)c2cc3c(s2)CCCC3)n1
-2%	.	-3	.	COC(=O)Cc1cc(=O)[nH]c(/N=C(\N)Nc2ccccc2C)n1
-6%	-10%	4	-7	Cc1ccc(C(=O)c2cn[nH]c2-c2cc(Cl)ccc2O)cc1
-3%	6%	?	0	O=C(Nc1ccnc(-c2cccnc2)n1)c1ccc(Cl)c(Cl)c1
-1%	4%	33	-11	CC(C)(C)NC(=O)CN(C(=O)CS(=O)CC(=O)Nc1ccc(F)cc1)c1ccc(F)c(Cl)c1 (stereo not drawn)
-2%	6%	-14	-2	Cc1ccc(C)c(NC(=O)c2nnn(Cc3ccccc3C)c2N)c1
-1%	-6%	-1	4	CC(C)(C)C(=O)c1no[n+]([O-])c1/C(=N/O)C(C)(C)C
0%	-5%	27	1	Cc1ccc(C(=O)Nc2ccncc2)o1
-10%	4%	?	0	O=C(Nc1ccccc1C(F)(F)F)N1CCN(c2ccc3nncn3n2)CC1
-13%	8%	.	.	COc1ccc(/C=C/C(=O)c2ccc(O)cc2O)cc1
7%	-7%	-19	3	COc1ccc(N2CCN(C(=O)CCCN3C(=O)c4cccc5cccc(c45)C3=O)CC2)cc1
-11%	-1%	3	18	Cc1cccc(NC(=O)c2ccccc2OCC(=O)N2CCOCC2)c1C
-2%	-6%	?	-10	CC(C)c1cc(N2CCN(C(=O)c3ccco3)CC2)n2c(nc3ccccc32)c1C#N
-4%	.	26	.	COc1cccc(-n2c(CN3CCN(c4ccccc4)CC3)nc3ccc([N+](=O)[O-])cc3c2=O)c1
-7%	-4%	17	6	Cc1ccc(SCCNC(=O)c2cccc([N+](=O)[O-])c2C)cc1
-8%	14%	?	-8	CCOC(=O)c1sc(-c2ccccc2)cc1N
7%	10%	98	4	Cc1ccc(CS(=O)(=O)CCC(=O)NCCN2CCCCC2C)cc1 (stereo not drawn)
-1%	1%	10	6	CC(=O)N(c1ccc(C(C)C)cc1)C1C=CS(=O)(=O)C1 (stereo not drawn)
1%	0%	24	-2	Cc1nn2cc(-c3ccc(Cl)cc3)nc2s1
-11%	-12%	26	-3	C=CCn1c(-c2cccs2)nc2nc3ccccc3nc21
0%	-7%	11	-8	CCOC(=O)C1CCN(C(=O)Nc2ccc3nc(C)c(C)nc3c2)CC1
-6%	16%	-8	3	O=C(NCCCN1CCOCC1)c1c(O)c2cc(Br)cc(Br)c2[nH]c1=O
-2%	.	-11	.	COc1cccc(NC(=O)CNS(=O)(=O)c2ccc(Cl)cc2)c1
-10%	5%	18	?	CCOc1ccc(/C(O)=C2/C(=O)C(=O)N(CCOCCO)C2c2cccnc2)cc1 (stereo not drawn)
